Screening results as filed in PubChem.
UBC9 SUMO inh: inhibitors of human SUMOylation (UBC9) | AID 2006 | HTRF SUMOylation assay, SAE1/SAE2 + UBC9, in vitro | P63279 | inhibition, % at 35 µM | 290,000 compounds, 0.36% hits; in the data active = inhibition above about 50%, passing the limit was not always enough; also: strong numbers were not always called active
Target sequence (P63279 whole entry, looked up): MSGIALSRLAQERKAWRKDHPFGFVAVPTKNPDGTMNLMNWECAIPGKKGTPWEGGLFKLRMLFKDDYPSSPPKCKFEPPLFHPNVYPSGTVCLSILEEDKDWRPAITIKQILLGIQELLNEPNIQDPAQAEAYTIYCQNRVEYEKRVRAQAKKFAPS
IMP-1 inhibitor: inhibitors of Pseudomonas aeruginosa IMP-1 metallo-beta-lactamase. purified IMP-1, nitrocefin hydrolysis, epi-absorbance fluorescence. inhibition, % at 5.6 µM. 290,000 compounds, 0.45% hits. AID 1556;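 active = inhibition above the mean plus 3 SD of all compounds in the same screening run, cut at about 4.5% in these data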;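 also: 0% = IMP-1 with DMSO and 100% = DMSO wells lacking enzyme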
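System: purified IMP-1; amount: IMP-1 0.2 nM before substrate addition; compound: single dose, 5.6 µM; times: 25 °C, 15 min preincubation, 25 min reaction; signal: Epi-absorbance via hydrolysed-nitrocefin quenching of white-plate fluorescence, 480/530 nm, EDTA stop; benchmarks: DMSO with and without IMP-1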
p-CIP stab down: p/CIP protein destabilization; Q05BA5; F442A p/CIP-EGFP cells, EGFP fluorescence, 16 h; decrease of EGFP signal, % at 10 µM; 290,000 compounds, 0.01% hits; AID 1984;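 active = EGFP signal decrease of at least 30% at 10 µM or well 3 SD below plate mean, unless failing retest; inactive = the rest, including hits failing retest or dose response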; also: some compounds called inactive have numbers as strong as hits; many of its hits are not listed in these tables
PHOSPHO1 block: inhibitors of human PHOSPHO1 phosphatase; Q8TCT1; recombinant PHOSPHO1, absorbance phosphatase assay; inhibition, % at 13.3 µM; 290,000 compounds, 1.1% hits; AID 1565; in the data active = inhibition above about 60%
Target sequence (Q8TCT1 whole entry, looked up): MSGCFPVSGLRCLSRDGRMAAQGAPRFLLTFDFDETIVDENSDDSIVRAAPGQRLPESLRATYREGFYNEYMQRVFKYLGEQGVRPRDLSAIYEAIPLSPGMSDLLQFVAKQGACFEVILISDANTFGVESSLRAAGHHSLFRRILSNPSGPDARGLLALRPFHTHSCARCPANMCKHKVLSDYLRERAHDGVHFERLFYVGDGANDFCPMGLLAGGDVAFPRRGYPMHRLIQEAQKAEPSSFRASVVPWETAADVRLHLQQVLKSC
MEKK3 PB1 HTS: MEKK3-MEK5 PB1 interaction, increase or decrease | Q99759 | bead-based flow cytometry, Alexa488-MEK5 binding to MEKK3; actives lie on both sides; 0 = blocked by unlabeled MEK5, 100 = vehicle | binding response (% of control), % at 10 µM | 290,000 compounds, 1.4% hits;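 active = binding response more than 3 SD above or below the average of its plate-row segment, actives on both sides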;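 also: Alexa488 bead fluorescence after subtracting the streptavidin-only scavenger bead signal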
Target sequence (Q99759 whole entry, looked up): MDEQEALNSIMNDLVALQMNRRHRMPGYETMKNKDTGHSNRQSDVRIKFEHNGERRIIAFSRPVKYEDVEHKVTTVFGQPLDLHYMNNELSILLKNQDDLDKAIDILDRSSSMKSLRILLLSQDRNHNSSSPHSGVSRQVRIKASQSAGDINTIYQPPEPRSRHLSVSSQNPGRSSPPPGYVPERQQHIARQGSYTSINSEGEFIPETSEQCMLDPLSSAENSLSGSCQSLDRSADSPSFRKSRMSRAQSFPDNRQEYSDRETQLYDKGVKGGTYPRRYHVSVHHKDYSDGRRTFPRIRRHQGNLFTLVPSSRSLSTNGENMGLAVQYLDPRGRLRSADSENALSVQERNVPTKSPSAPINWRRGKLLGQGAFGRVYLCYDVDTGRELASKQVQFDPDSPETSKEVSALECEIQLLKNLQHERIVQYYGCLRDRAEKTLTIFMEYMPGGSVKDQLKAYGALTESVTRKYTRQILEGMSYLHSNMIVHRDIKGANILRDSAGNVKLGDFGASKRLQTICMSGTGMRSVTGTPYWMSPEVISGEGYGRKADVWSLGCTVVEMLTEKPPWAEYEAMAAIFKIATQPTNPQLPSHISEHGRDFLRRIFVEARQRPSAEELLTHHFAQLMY
VIM-2 inhibitor: inhibitors of Pseudomonas aeruginosa VIM-2 metallo-beta-lactamase | purified VIM-2, nitrocefin hydrolysis, epi-absorbance fluorescence | 290,000 compounds, 0.89% hits | inhibition, % at 5.6 µM;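 active = inhibition above the mean of all tested compounds plus 3 SD, cutoff set per screening run, cut at about 7.5% in these data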;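 also: red hydrolysis product quenches plate fluorescence so inhibitors raise well fluorescence; 0% = enzyme with DMSO and 100% = DMSO without enzyme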
HCV NS3 hel inh: HCV NS3 helicase inhibition; NS3 helicase DNA unwinding, Cy5 molecular beacon fluorescence; AID 1800; inhibition, % at 10.9 µM; 290,000 compounds, 0.56% hits;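 active = inhibition above the mean of all tested compounds plus 3 SD, set per campaign, cut at about 35% in these data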;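 also: 0% = DMSO wells and 100% = thioflavine S control wells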
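test system = hepatitis C virus NS3 helicase domain fragment enzyme | reagent = annealed dual-labelled DNA beacon duplex, ATP-started | times = 1 h at 25 °C | detection = Cy5 fluorescence, 0 and 60 min reads | read-out basis = percent inhibition from t60/t0 fluorescence ratio | control set = DMSO and thioflavine S | replication = one well per compound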
IDE act: activators of human insulin-degrading enzyme in cells. P14735. HEK cells, FAbeta-B cleavage, fluorescence polarization; 0% vehicle, 100% cell-free pure enzyme wells. activation, % at 5.96 µM. 340,000 compounds, 0.073% hits. AID 493087;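 active = activation above the mean of all tested compounds plus 3 SD, set per screening campaign, cut at about 17% in these data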
DNA FID counter: displaces DNA intercalator in HCV helicase counter-screen | DNA fluorescent intercalator displacement, fluorescence | inhibition, % at 7.9 µM | 290,000 compounds, 0.17% hits | AID 1845; in the data active = inhibition above about 37%;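 also: 0% = vehicle and 100% = reference compound; higher means more ethidium bromide displaced from hairpin DNA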
Active calls of the source: *; nt = no result given.

Every second line gives: UBC9 SUMO inh	IMP-1 inhibitor	p-CIP stab down	PHOSPHO1 block	MEKK3 PB1 HTS	VIM-2 inhibitor	HCV NS3 hel inh	IDE act	DNA FID counter
- COCC(=O)N(C)c1nnc(-c2ccccn2)s1
→ -13.1	-1.1	-6.4	2.9	102.0	0.5	-10.9	7.9	2.7
- CCNC(=O)c1ccc(CSc2nc3ccccc3s2)cc1
→ -0.8	-2.4	-15.9	19.8	105.0	-2.4	-7.3	-2.0	-39.8
- O=C(Nc1ccc(C(=O)O)cc1)/C(=C\c1ccco1)NC(=O)c1ccccc1Cl
→ 1.7	0.5	-6.8	15.0	97.0	-1.8	35.6	-2.1	-10.2
- O=C(Cn1nc(C(F)(F)F)c2c1CCC2)Nc1ccccc1C(F)(F)F
→ -30.0	-1.3	9.0	-3.2	109.0	0.1	-1.4	6.4	-15.9
- COC(=O)c1ccc(NC(=O)CSc2nc3ncccc3[nH]2)cc1
→ 6.1	-2.7	0.7	37.1	101.0	-1.7	5.7	3.5	-4.4
- CC(=O)c1c(COC(=O)c2ccc(F)cc2)nc2ccccc2[n+]1[O-]
→ 20.8	-2.7	-5.6	6.3	105.0	-3.1	4.5	nt	3.4
- COC(=O)C1=C(C)N(C)C(=S)N(C)C1c1ccc(OC)cc1 (stereo unspecified)
→ -2.1	0.9	-10.7	5.0	89.0	0.3	-5.2	-0.8	-9.0
- CCOc1ccc(NC(=S)N(C)C)cc1
→ 11.5	0.4	-6.9	3.2	73.0	3.4	5.5	3.8	-10.9
- O=C(COc1ccc(Cl)cc1)NCc1nnc(SCC(=O)N2CCCC2)o1
→ 17.1	-3.1	-4.4	18.5	100.0	-3.3	-12.2	5.0	-16.1
- CCOC(=O)C1(Cc2cccc(F)c2)CCN(C(=O)c2cnc(C)cn2)CC1
→ 30.0	-1.5	-0.1	30.4	101.0	-0.7	7.0	4.0	-22.4
- Cc1ncc([N+](=O)[O-])n1CC(=O)Nc1ccc(F)cc1
→ -4.7	-3.2	7.8	28.6	103.0	0.3	2.9	4.5	-1.4
- CSc1sc(C(=O)N(C)C)cc1S(=O)(=O)C(C)C
→ 14.4	-2.3	-15.4	8.1	106.0	-1.5	1.0	nt	-2.0
- CCOc1ccc(CN2C(=O)c3ccccc3C2=O)cc1C(=O)Nc1nnc(SCC)s1
→ 20.1	-1.4	-9.9	-17.4	100.0	1.4	5.0	5.0	6.5
- Cc1cccc(NC(=O)C(=O)NCc2ccccn2)c1
→ 21.4	-0.6	-2.5	47.3	100.0	-0.3	4.2	5.8	-2.3
- Cc1c(C=O)cnn1CCC(=O)O
→ nt	-1.3	nt	nt	104.0	-3.9	3.6	-4.7	-1.4

(list continues)
Every second line gives: UBC9 SUMO inh	IMP-1 inhibitor	p-CIP stab down	PHOSPHO1 block	MEKK3 PB1 HTS	VIM-2 inhibitor	HCV NS3 hel inh	IDE act	DNA FID counter
- CC1CCN(C(=O)CSc2nnc(CNC(=O)c3ccco3)o2)CC1
→ 4.4	-3.5	-8.2	-3.9	98.0	-2.6	-3.4	10.1	-2.7
- CCN(CC)C(=O)CSc1nc2ccccc2c(=O)n1-c1ccccc1OC
→ 4.6	-2.5	-8.0	21.5	104.0	-2.9	3.7	-2.1	-30.6
- CCCc1nc2ccccc2n1Cc1ccccc1OC
→ 11.0	-0.9	0.0	36.5	102.0	-0.5	6.0	1.9	-5.9
- COc1ccc(NC2c3ccccc3C(=O)N2c2ccccn2)cc1Cl (stereo unspecified)
→ 8.4	-3.1	-10.7	19.5	101.0	-0.5	-3.7	1.8	-7.4
- CC(NCc1ccc(S(N)(=O)=O)cc1)C(=O)NCc1ccccc1 (stereo unspecified)
→ 3.9	-0.2	-12.4	9.8	105.0	-1.6	-1.4	-2.0	-2.1
- CCOC(=O)c1sc(N/N=C/c2ccccc2)nc1C
→ 11.3	-2.0	-6.5	-10.5	101.0	-2.2	-8.7	-3.3	-1.8
- COCCN(C(=O)c1ccco1)c1nnc(-c2ccc(OC)c(OC)c2)s1
→ 6.5	1.1	-5.1	1.7	105.0	0.2	-5.8	2.9	-2.8
- CCc1c(O)nc(SC2CC(=O)N(c3ccccc3)C2=O)[nH]c1=O (stereo unspecified)
→ 7.4	-2.4	-16.5	-14.3	93.0	-0.1	-6.2	4.2	-2.1
- O=C(Nc1cc(S(=O)(=O)Nc2ccc(Cl)cc2)ccc1O)c1ccc(S(=O)(=O)N2CCCCCC2)cc1
→ 2.3	-2.8	-23.1	21.3	98.0	-2.2	44.8*	5.3	-5.5
- Cc1ccc(F)cc1NC(=O)CCc1c(C)[nH]c(=O)c(C#N)c1C
→ 3.0	-1.6	-6.5	36.2	97.0	-1.5	-2.5	-1.5	-9.2
- CCc1ccc(N2CC(C(=O)NCc3ccco3)CC2=O)cc1 (stereo unspecified)
→ 6.7	-2.4	3.9	-1.9	98.0	-3.5	4.1	-4.7	-9.2
- CCOc1ccc2nc(N/C(N)=N/S(C)(=O)=O)nc(C)c2c1
→ 14.0	0.2	6.8	-9.8	92.0	1.6	-2.1	3.1	-7.9
- CCc1ccccc1NC(=O)CCC(=O)Nc1nnc(C(C)C)s1
→ 2.4	0.2	-9.7	43.7	93.0	-0.9	-3.1	9.2	-25.1
- CCOC(=O)c1cc(CC)sc1/N=C/C1C(=O)CCCC1=O
→ 27.9	-3.5	-12.1	12.7	107.0	-2.9	-4.1	3.6	-0.4
- COc1ccc(CC(=O)Nc2c(C(=O)N3CCN(c4ccccc4OC)CC3)oc3ccccc23)cc1OC
→ -9.9	-2.2	-10.0	27.6	98.0	-1.9	27.3	2.4	-48.8

More records.
Every second line gives: UBC9 SUMO inh	IMP-1 inhibitor	p-CIP stab down	PHOSPHO1 block	MEKK3 PB1 HTS	VIM-2 inhibitor	HCV NS3 hel inh	IDE act	DNA FID counter
- CCOc1cc(/C=C/c2nc3ccccc3c(=O)[nH]2)cc(Br)c1OC
→ 38.4	-1.0	-15.8	18.4	98.0	-0.2	-3.5	nt	1.7
- Cc1ccc(C)c(N(CC(=O)NC2CCCCC2)C(=O)CNC(=O)c2ccco2)c1
→ 8.7	-2.0	-1.4	27.9	105.0	-3.7	-0.3	2.2	-38.4
- Cn1c(=O)[nH]c(=O)c2c1nc(N1CCOCC1)n2CC(=O)c1ccccc1
→ 20.5	0.0	-22.1	4.9	86.0	-2.0	-9.1	2.1	3.9
- CCOC(=O)C1=C(Nc2ccc(Cl)cc2)OCC1=O
→ 15.1	0.5	3.5	42.1	96.0	0.4	25.6	8.0	-9.4
- CC(C)C(=O)N1CCN(c2ccccc2NC(=O)c2ccc(C#N)cc2F)CC1
→ -7.1	-3.5	4.5	8.6	98.0	-0.3	1.7	1.5	-41.1
- Cn1c(=O)c(=O)n(C)c2cc(S(=O)(=O)Nc3ccc(OC(F)(F)F)cc3)ccc21
→ 15.6	-1.3	5.8	8.5	93.0	-3.1	11.8	1.2	-10.1
- Cc1nn(Cc2ccccc2Cl)c(C)c1C(=O)NCCN1C(=O)S/C(=C\c2ccccc2)C1=O
→ -18.4	-4.2	7.8	-13.3	114.0	-4.3	-4.5	2.3	-7.9
- CC1CCCC(NC(=O)COC(=O)Cc2ccc(Br)cc2)C1C (stereo unspecified)
→ 6.7	-3.4	-5.1	19.2	100.0	-0.5	-9.2	nt	-21.4
- CC(C)(C)c1ccc(C(=O)Nc2ccc(F)cc2)s1
→ -20.5	-2.8	-18.2	31.6	90.0	-1.6	3.5	5.2	-6.7
- Cn1c(=O)[nH]c(=O)c2c1nc(NCc1ccccc1)n2Cc1ccc(F)cc1
→ 19.4	-3.5	-16.5	34.0	106.0	-1.9	-17.4	4.1	-18.5
- Cc1ccc(S(=O)(=O)N/N=C/c2cccc3nccnc23)cc1
→ 12.0	-0.6	0.7	42.1	83.0	0.1	6.1	2.0	-1.0
- COc1ccc(/C=N/NC(=O)CNC(=O)C2COc3ccccc3O2)cc1OC (stereo unspecified)
→ 5.5	-0.8	-6.3	-3.4	102.0	-3.0	0.3	-0.6	-12.9
- CCN1CCCC1CNC(=O)Cn1nc(C)n2nc(-c3ccccc3)cc2c1=O (stereo unspecified)
→ 8.4	0.0	-6.8	19.1	101.0	1.3	-6.2	4.9	10.1
- Cc1ccc2nc(NC(=O)CSc3nc4ccccc4o3)sc2c1
→ 9.0	-2.4	-9.3	44.8	104.0	-2.7	-10.7	0.2	-2.1
- Cc1cc(Cl)ccc1OCC(=O)NCCCn1ccnc1
→ 11.4	-2.5	-10.2	23.4	118.0	-7.5	1.6	7.7	0.6

Following part:
Every second line gives: UBC9 SUMO inh	IMP-1 inhibitor	p-CIP stab down	PHOSPHO1 block	MEKK3 PB1 HTS	VIM-2 inhibitor	HCV NS3 hel inh	IDE act	DNA FID counter
- CCN(CC)C(=O)c1nn(-c2ccccc2)c2c1C1CCC2(C)C1(C)C (stereo unspecified)
→ -8.0	-3.3	6.7	-0.9	100.0	-2.3	1.9	-0.3	-31.1
- COc1ccc(C(=O)NC2CCSc3ccccc32)cc1F (stereo unspecified)
→ -11.2	-1.4	-2.4	17.4	104.0	1.8	-5.6	1.1	-11.9
- CCOC(=O)Cc1csc(NS(=O)(=O)c2ccc(F)cc2)n1
→ -16.5	-2.1	1.5	16.9	103.0	-1.3	7.2	1.8	-2.0
- CC(NC(=O)CCn1c(=S)[nH]c2ccsc2c1=O)c1ccccc1 (stereo unspecified)
→ 6.2	-0.3	-5.7	-6.7	60.0	-1.1	-3.6	1.5	-12.1
- CCc1cc2ccccc2nc1SCC(=O)Nc1cc(C)on1
→ 19.6	-4.8	-3.9	7.2	106.0	-0.6	0.0	4.6	-0.8

Grouped by structure, those above containing two or more sulfur atoms (seven)
Every second line gives: UBC9 SUMO inh	IMP-1 inhibitor	p-CIP stab down	PHOSPHO1 block	MEKK3 PB1 HTS	VIM-2 inhibitor	HCV NS3 hel inh	IDE act	DNA FID counter
- CCNC(=O)c1ccc(CSc2nc3ccccc3s2)cc1
→ -0.8	-2.4	-15.9	19.8	105.0	-2.4	-7.3	-2.0	-39.8
- CSc1sc(C(=O)N(C)C)cc1S(=O)(=O)C(C)C
→ 14.4	-2.3	-15.4	8.1	106.0	-1.5	1.0	nt	-2.0
- CCOc1ccc(CN2C(=O)c3ccccc3C2=O)cc1C(=O)Nc1nnc(SCC)s1
→ 20.1	-1.4	-9.9	-17.4	100.0	1.4	5.0	5.0	6.5
- O=C(Nc1cc(S(=O)(=O)Nc2ccc(Cl)cc2)ccc1O)c1ccc(S(=O)(=O)N2CCCCCC2)cc1
→ 2.3	-2.8	-23.1	21.3	98.0	-2.2	44.8*	5.3	-5.5
- Cc1ccc2nc(NC(=O)CSc3nc4ccccc4o3)sc2c1
→ 9.0	-2.4	-9.3	44.8	104.0	-2.7	-10.7	0.2	-2.1
- CCOC(=O)Cc1csc(NS(=O)(=O)c2ccc(F)cc2)n1
→ -16.5	-2.1	1.5	16.9	103.0	-1.3	7.2	1.8	-2.0
- CC(NC(=O)CCn1c(=S)[nH]c2ccsc2c1=O)c1ccccc1 (stereo unspecified)
→ 6.2	-0.3	-5.7	-6.7	60.0	-1.1	-3.6	1.5	-12.1

Not all compounds are listed; the hit share may differ from the screen's.
